Source: PubChem
S aureus QS inh – inhibitors of bacterial quorum sensing in S. aureus; S. aureus RN6390 RNAIII-GFP reporter, AIP-induced, flow cytometry 3 h; inhibition, % at 2 µM; 24,000 tested, 0.3% active; AID 527;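 active = share of bacteria positive for the green fluorescent reporter and its mean brightness both inhibited by 50% or more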;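 also: 0% = AIP-stimulated control and 100% = unstimulated bacteria without AIP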
S aureus QS inh GFP MFI % – recorded beside S aureus QS inh, whose call it bears; inhibition, %; measured here: inhibition of GFP MFI
* hit, by the source's call. Only part of the results is shown; count on the stated rates, not on these rows.

SMILES | S aureus QS inh | S aureus QS inh GFP MFI %
Cc1nnc(NC(=O)NC(C)N2C(=O)C3C4C=CC(C4)C3C2=O)s1 (stereo unspecified) | -2 | 4
O=C(COc1ccc(Cl)cc1)Nc1ncccn1 | -1 | -8
Cc1cc(C)c2nc(N3CCCC(C(=O)NCCN4CCOCC4)C3)sc2c1 (stereo unspecified) | -3 | -8
COc1ccc(N(CC(=O)Nc2ccc(F)c(Cl)c2)S(=O)(=O)c2c(C)noc2C)cc1 | 3 | 22
CCOC(=O)c1c(C)c(C(=O)NCCCOC)c(C)n1C | -2 | 2
N/C(Cn1nnc(-c2ccccc2)n1)=N\O | -6 | -9
O=C(NCCSCc1ccco1)Nc1cccc(Cl)c1 | -1 | -10
CCOC(=O)N1CCC(c2nc3ccccc3[nH]2)CC1 | -1 | -13
Cc1nn(Cc2ccc(Cl)cc2)c(C)c1NC(=O)c1noc2c1CCCCC2 | -9 | -11
N#CC1=C(N)N2C(=C(C#N)C13CCCCC3)SC1CCCCC12O (stereo unspecified) | -2 | -6
O=C(O)C1CSC2c3ccccc3C(=O)N12 (stereo unspecified) | 0 | -19
c1ccc(CN2CCN(c3ncnc4c3[nH]c3ccccc34)CC2)cc1 | 3 | 24
Cc1ncoc1C(=O)NCc1ccccc1Cl | -5 | -18
COc1ccc(CCNC(=O)CCN2C(=O)COc3ccccc32)cc1OC | -1 | -8
CCN(CC)S(=O)(=O)c1ccc2[nH]cc(C(=O)NCCc3ccc(OC)c(OC)c3)c(=O)c2c1 | 0 | 7
Cc1ccc(-n2nc(C)c3cc(C(=O)O)sc32)cc1 | 0 | 4
CC(=O)c1cccc(S(=O)(=O)N2CCC(n3nnc4cc(F)ccc43)CC2)c1 | -1 | -26
Cc1cc(-c2ccc(F)cc2)nc2cc(C(N)=O)nn12 | -1 | 1
C=CCN(C(=O)Cn1c(C(=O)OC)cc2oc(C)cc21)c1ccccc1 | 2 | 28
C[C@]12CC[C@@H]3c4ccc(O)cc4C(=O)C[C@H]3[C@@H]1CC[C@@H]2O | -3 | -11

Brought forward from above: seven compounds, followed by the next part.
SMILES | S aureus QS inh | S aureus QS inh GFP MFI %
COc1ccc(CCNC(=O)CCN2C(=O)COc3ccccc32)cc1OC | -1 | -8
CCN(CC)S(=O)(=O)c1ccc2[nH]cc(C(=O)NCCc3ccc(OC)c(OC)c3)c(=O)c2c1 | 0 | 7
Cc1ccc(-n2nc(C)c3cc(C(=O)O)sc32)cc1 | 0 | 4
CC(=O)c1cccc(S(=O)(=O)N2CCC(n3nnc4cc(F)ccc43)CC2)c1 | -1 | -26
Cc1cc(-c2ccc(F)cc2)nc2cc(C(N)=O)nn12 | -1 | 1
C=CCN(C(=O)Cn1c(C(=O)OC)cc2oc(C)cc21)c1ccccc1 | 2 | 28
C[C@]12CC[C@@H]3c4ccc(O)cc4C(=O)C[C@H]3[C@@H]1CC[C@@H]2O | -3 | -11
O=C(Nc1ccccc1Cl)N1CCN(c2ccc3nnc(-c4ccc(F)cc4)n3n2)CC1 | 4 | 15
CCN(CC)S(=O)(=O)c1ccc(C(=O)N2CCN=C2SC)cc1 | -23 | -49
Cc1csc(NC(=O)C2CCCN(S(=O)(=O)c3cnc[nH]3)C2)n1 (stereo unspecified) | -2 | -10
CC(C)c1ccc(-c2nc(N3CCOCC3)[nH]c(=O)c2C#N)cc1 | 0 | 30
Cn1cccc1Cc1nnc(SCC(=O)Nc2ccc3c(c2)OCO3)n1-c1ccc(F)cc1 | -7 | -18
COc1ccc(N(CC(=O)N2CCCCC2)S(=O)(=O)c2ccccc2)c(OC)c1 | 0 | -14
CCOC(=O)c1ccccc1NC(=O)CC(C)CC(=O)O (stereo unspecified) | -1 | 0
COC(=O)C1=C(N)Oc2cc(C)[nH]c(=O)c2C1c1ccncc1 (stereo unspecified) | 0 | 0
Cc1cc(=O)n2nc(N3CCC(C(=O)N4CCN(C)CC4)CC3)sc2n1 | 6 | 13
Cc1cc(C)n(-c2nc3nonc3nc2-n2nc(C)cc2C)n1 | 0 | 5
COc1ccc(N2CCN(c3ccc(NC(=O)C4CCCCC4)cc3C#N)CC2)cc1 | -5 | -15
COc1ccc(-n2nc(C(=O)Nc3ccc4c(c3)OCO4)c3ccccc3c2=O)cc1 | -1 | -21
COC(=O)Nc1ccc(NC(C)=O)cc1 | -2 | 5
C=CCSc1nc2c(c(=O)[nH]c(=O)n2C)n1CC | -2 | -13
CCCNC(=O)CS(=O)Cc1nc(-c2cccc(OC)c2)oc1C (stereo unspecified) | 0 | 4
COc1cc(-n2c(C)nc3cc(C(=O)N4CCOCC4)ccc32)cc(OC)c1OC | -5 | -13
CCOc1ccc(C2C(=O)N(C3CCCCC3)CC(=O)N2CC2CCCO2)cc1OC (stereo unspecified) | -3 | -20
Cc1ccc(C(C)n2cc(C(=O)NCCN3CCN(C)CC3)nn2)cc1 (stereo unspecified) | 0 | 4
COC(=O)c1c(-c2ccc(C)cc2)csc1N | 0 | -15
Cc1onc(-c2ccccc2Cl)c1C(=O)Nc1cnn(Cc2ccccc2)c1 | 0 | 5
COC(=O)CCCCCNc1ccc(C(=O)OC)cc1N | 0 | -2
CCOc1ccc(C2C(C#N)=C(N)Oc3cc(C)n(Cc4ccco4)c(=O)c32)cc1OC (stereo unspecified) | -1 | -3
Cc1cc(C)c2cc3c(ccn3C3OC[C@H](O)[C@H](O)[C@H]3O)cc2n1 (stereo partly specified) | -1 | -10
[O-][N+]12CC[N+]([O-])(CC1)c1ccccc12 | 0 | 22
Cn1nc(-c2ccc(Cl)cc2)c2cc(C(=O)NCCCN3CCOCC3)sc21 | 0 | -8
Cc1ccc2cc(CN(CC(C)C)C(=O)C3CCCO3)c(=O)[nH]c2c1 (stereo unspecified) | -3 | -8
COc1cc(C(=O)NCCC(=O)NCCN2CCOCC2)cc(OC)c1OC | -1 | -8
Cc1ccc(C(C(=O)NC2CCCCC2)N(C(=O)c2csnn2)C2CCCC2)o1 (stereo unspecified) | 0 | -9
CC1CCc2nc3ccc(S(=O)(=O)N4CCC(C(=O)NC5CCCC5)CC4)cc3c(C(=O)O)c2C1 (stereo unspecified) | 0 | -8
OC(CN1CCN(c2ccccc2)CC1)c1ccc2c(c1)CCN2 (stereo unspecified) | -2 | -4
Cc1ccc(C(=O)NCCCN2CCOCC2)cc1N1CCCC1=O | 0 | 9
Cc1ccc2nc(-c3ccc(S(=O)(=O)N4CCOCC4)cc3)cn2c1 | 0 | -9
CCn1c(=O)c2cc(C(=O)N3CCN(C(=O)c4ccco4)CC3)sc2c2ccccc21 | 17 | 26
C=CCOC(=O)C(C#N)c1nc2ccccc2nc1N1CCN(Cc2ccccc2)CC1 (stereo unspecified) | 1 | 14
CC1=C(C(=O)N2CCCCCC2)C2(CCC(C)CC2)OC1=O (stereo unspecified) | -4 | -8
CC(=O)Nc1ccc2c(c1)CCC2=O | -5 | -16
COc1ccc(-c2nnc(SCCC(=O)O)n2-c2ccccc2)cc1 | 0 | 14
COc1ccc(CCNC(=O)CN(C)S(=O)(=O)c2cccc3nsnc23)cc1OC | 4 | 17
Cc1cc(C)cc(N(CC(=O)NCc2ccco2)S(=O)(=O)c2c(C)noc2C)c1 | -2 | -2
CCn1c(=S)sc2c(=O)n(-c3ccccc3)c(SCC(=O)NCc3ccco3)nc21 | -2 | 0
COC(=O)c1ccc(-c2nc(-c3cccs3)no2)cc1 | 1 | 10
CCOc1ccc(-c2nnc3ccc(SC)nn23)cc1 | 4 | 10
O=C(NCc1ccco1)c1sc(=S)n2c1[nH]c(=O)c1ccccc12 | 5 | 14
O=C(CCCCn1c(=O)[nH]c2ccsc2c1=O)NCc1cccnc1 | -1 | 4
Cn1c(SCC(=O)Nc2ccc(F)cc2F)nnc1-c1cccnc1 | -4 | -12
Cc1nc(NC(=O)C23CCC(C)(C(=O)O2)C3(C)C)sc1C (stereo unspecified) | -4 | 10
CCOc1ccc(C2/C(=C(/O)c3ccc(OC)cc3)C(=O)C(=O)N2c2cc(C)on2)cc1OC (stereo unspecified) | -1 | -3
CCn1cc(C(=O)NCc2ccco2)c(=O)c2cc(F)c(N3CCN(C(=O)c4ccco4)CC3)cc21 | 2 | 4
Cn1c(=O)c2c(O)cc(=O)n(-c3ccccc3)c2n(C)c1=O | 3 | 12
Cc1oc(-c2cccc(Cl)c2)nc1CN1CCC(C(=O)NCc2ccco2)CC1 | 0 | 2
COc1cc2c(cc1OC)CN(CC(=O)Nc1cccc(C)c1)CC2 | -1 | 2
CCOc1cc(C)c(C(C)C)cc1S(=O)(=O)N1CCN(C)CC1 | -1 | -1
Cc1nc2ccccc2c2oc(C(=O)N3CCC(N4CCCCC4)CC3)cc12 | 0 | 17
O=S(=O)(c1cccc(-c2nnco2)c1)N1CCCC1 | -1 | 13
CCCNS(=O)(=O)c1cc(Br)cc2c1N(C(=O)CC)CC2 | -8 | -15
O=C(Nc1cc(C(F)(F)F)ccc1Cl)c1cc(C2CC2)on1 | -1 | -7
COC1(OC)N=C(N)C2(C#N)C(c3ccc4c(c3)OCO4)C12C#N (stereo unspecified) | 0 | 1
O=C(c1ccco1)N1CCN=C1SCc1cccc(F)c1 | 27 | 30
O=C(NCCc1ccccc1)c1cc(-c2ccc3c(c2)OCO3)on1 | -7 | -23
O=c1[nH]c(N2CCCCC2)nc2c1CCCC2 | -12 | -38

Sorted by the number under S aureus QS inh (highest first): 4 of the compounds above.
Molecule	S aureus QS inh
O=C(NCc1ccco1)c1sc(=S)n2c1[nH]c(=O)c1ccccc12	5
Cc1nc2ccccc2c2oc(C(=O)N3CCC(N4CCCCC4)CC3)cc12	0
Cc1nc(NC(=O)C23CCC(C)(C(=O)O2)C3(C)C)sc1C (stereo unspecified)	-4
CCCNS(=O)(=O)c1cc(Br)cc2c1N(C(=O)CC)CC2	-8

(list continues)
SMILES | S aureus QS inh | S aureus QS inh GFP MFI %
CCc1nc2sc3ccccc3c(=O)c2c(=O)n1Cc1ccco1 | 1 | 8
CCOC(=O)c1cc2c(=O)n3cccc(C)c3nc2n(Cc2ccco2)c1=NC(=O)c1cccnc1 | 3 | 25
CCc1cccc(NS(=O)(=O)c2ccc3c(c2)oc(=O)n3C)c1 | 4 | 3
CCOc1ccc(C(=O)CN2CCN(S(=O)(=O)c3ccc(OC)cc3)CC2)cc1 | 0 | -9
O=C(CSc1ncnc2c1nnn2Cc1ccccc1F)N1CCN(c2ccccc2)CC1 | 11 | 23
CCOC(=O)N1CCC(NC(=O)c2ccc3nc(N4CCOCC4)sc3c2)CC1 | -5 | -37
O=C(CSc1nnc(-c2cccs2)o1)N1CCOCC1 | -1 | 12
COc1ccccc1NC(=O)CSc1nnc(CNC(=O)COc2ccc(Cl)cc2)o1 | -7 | -11
O=[N+]([O-])c1cccc2cn[nH]c12 | -3 | 6
COCCN1CSC(=S)N(Cc2ccco2)C1 | -2 | -29
Fc1ccccc1N1CCN(c2nc3ccccc3n3nnnc23)CC1 | -2 | -3
Cn1c(SCC(=O)Nc2ccccc2F)nnc1-c1cccnc1 | -6 | -39
CCOC(=O)c1cc(-c2ccccc2)n(CC(=O)O)c1C | -5 | -17
O=C(CN1CCN(S(=O)(=O)c2ccc(F)cc2)CC1)Nc1ccc2c(c1)OCO2 | -7 | -16
CN(C)CCn1c(C(=O)Nc2ccccc2)cc2ccccc21 | 3 | 4
Cc1ccc2c(c1)N(CC(=O)NC1CCC(C)CC1)C(=O)CO2 (stereo unspecified) | 2 | 7
CCC1CCCCN1CCn1c(=S)[nH]c2cc(OC)c(OC)cc2c1=O (stereo unspecified) | -9 | -20
CC(=O)Nc1c(O)nc(SCC(=O)Nc2nnc(CC(C)C)s2)[nH]c1=O | -2 | 2
Cc1ccccc1-c1nc(CN2CCC(C(=O)N3CCN(c4ccccn4)CC3)CC2)c(C)o1 | 12 | 34
O=C1CCC(=O)N1c1cccc(-c2nc3ccccc3o2)c1 | -3 | -10
CN1CCc2c(sc3c2C(=O)NC(c2cccc(OC(=O)c4cccs4)c2)N3)C1 (stereo unspecified) | 2 | 10
COc1ccc(C(=O)c2coc3ccc(O)c(CN4CCOCC4)c23)cc1 | 7 | 16
COc1cccc(CN2C(=O)C3(C(C#N)=C(N)OC4=C3C(=O)CCC4)c3ccccc32)c1 (stereo unspecified) | 0 | 19
CC1CCC(NS(=O)(=O)c2ccc3c(c2)n(C)c(=O)c(=O)n3C)CC1 (stereo unspecified) | 0 | 12
CN1C(=O)NC(c2ccc(O)cc2)C(C(=O)c2cccs2)C1(O)C(F)(F)F (stereo unspecified) | 10 | 20
O=C(Nc1cccc(C(=O)N2CCOCC2)c1)c1cccnc1 | 0 | 7
COc1cc(NC(=O)c2c(F)cccc2F)nc(OC)n1 | -1 | -23
Cc1ccc2c(c1)CCCN2C(=O)C1CCCO1 (stereo unspecified) | 1 | -5
CCn1c(=O)cc(OCC(=O)Nc2cc(C)ccn2)c2ccccc21 | 5 | 10
CC(C)(C)n1cnc2cc(NS(=O)(=O)c3ccc(Br)cc3)ccc21 | 0 | -7
COc1cc(OC)nc(NC(=O)CSc2nc3ccccc3o2)n1 | 0 | 32
Cc1ccccc1CS(=O)(=O)Cc1ccc(C(=O)NCCCN2CCOCC2)o1 | -1 | 12
CCCNC(=O)Cn1cnc2sc(C(=O)N3CCN(CCC)CC3)c(C)c2c1=O | -2 | -10
COC(=O)C1OC2(OC1C(=O)OC)c1ccccc1-c1ccccc12 (stereo unspecified) | 1 | -13
CCOc1ccccc1N1C(=O)c2cccnc2C1=O | -5 | -12
COc1cccc(Oc2nnnn2-c2ccccc2)c1 | 5 | 9
CC(COc1ccccc1)N(CCCl)Cc1ccccc1 (stereo unspecified) | 1 | 41
Cc1cccn2c(=O)c3cc(C#N)c(=NC(=O)c4cccnc4)n(CC4CCCO4)c3nc12 (stereo unspecified) | 0 | 6
COc1ccc(C2CC(=O)c3cnc(NC(=O)c4ccccc4OC)nc3C2)c(OC)c1 (stereo unspecified) | 2 | 5
CCCn1c(-c2ccc(F)cc2)cnc1SCC(=O)O | 0 | -24
Cc1cccc(NC(=O)CN(C)S(=O)(=O)c2cccc3nsnc23)c1C | 2 | 6
